PI5P4Ka inh – blocks human PI5P4K alpha kinase activity; AID 652105; max response, %; PI5P4Kalpha enzyme, ADP-Glo luminescence, 60 min; stronger effect = lower value; 330,000 compounds, 1.2% hits; active means max response of -50% or lower; inconclusive means between -30% and -50%; inactive means -30% or higher; further: value at the top dose of about 77 µM; on the % scale 0 is the no-effect control and ±100 the full control effect
Target sequence (P48426 whole entry, looked up): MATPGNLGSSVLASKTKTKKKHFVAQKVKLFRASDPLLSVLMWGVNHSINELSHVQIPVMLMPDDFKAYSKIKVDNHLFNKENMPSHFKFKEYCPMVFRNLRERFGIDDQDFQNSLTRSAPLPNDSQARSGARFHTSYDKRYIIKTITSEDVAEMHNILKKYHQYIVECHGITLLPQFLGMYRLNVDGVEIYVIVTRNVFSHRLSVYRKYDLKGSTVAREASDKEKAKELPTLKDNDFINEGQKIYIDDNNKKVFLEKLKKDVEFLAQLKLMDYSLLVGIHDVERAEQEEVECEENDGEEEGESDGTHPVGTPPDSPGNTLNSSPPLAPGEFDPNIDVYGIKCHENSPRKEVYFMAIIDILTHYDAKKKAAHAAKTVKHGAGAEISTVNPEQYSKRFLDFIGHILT
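Single end-point luminescence (ADP-Glo) quantified ADP from PI5P4Kalpha turnover; ATP 5 microM final, 1 h at RT, 0.1% CHAPS and 0.28 mM EGTA in HEPES pH 7.4.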
EPAC1 ag – EPAC1 (human) agonism. Potency, µM (highest dose often 154 µM), for the others: at the top dose activation, hits mostly activators. O95398. 360,000 compounds, 0.073% hits. EPAC1 agonist qHTS, biochemical assay; response scale: 100% = response to 6.5 mM cAMP; further: potency means the concentration at half of the fitted maximal effect; nearly all actives have a fitted effect of over 60% in size
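Normalized to 6.5 mM cAMP, activity reflects EPAC1-catalysed release of BODIPY-GDP from Rap1B, followed kinetically over 30 min at 480 nm excitation, 540 nm emission. Reaction contained 100 nM EPAC1, 250 nM Rap1B-BODIPY-GDP, 50 uM GDP.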
IL-2 act – IL-2 activation; IL-2 activation reporter assay, cell-based qHTS; stimulated with anti-CD3/CD4/CD28 beads; in transgenic mouse T cells; activation, % (series mostly up to about 46 µM); 360,000 compounds, 0.065% hits; AID 652025; in the data active means activation above about 50%; inconclusive means mostly about 30% to 49%; further: 0% is about no effect
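First, unstimulated transgenic mouse T cells were exposed to compound for 60 min. Next, anti-CD3/anti-CD4-coated beads with anti-CD28 were added. Finally, after 18 h at 37 degrees C, EGFP and DsRed were imaged.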
PLK1 PBD block – inhibitors of human PLK1 polo-box domain binding | P53350 | Plk1 PBD binding of FITC phosphopeptide, fluorescence polarization | Potency, µM, without a hit: max response, negative = inhibition, hits mostly inhibitors | 360,000 compounds, 2.8% hits | AID 720504; further: potency means the concentration at half of the fitted maximal effect; series mostly up to about 57 µM; on the % scale 0 is the no-effect control and ±100 the full control effect; nearly all actives have a fitted effect of over 65% in size
Target sequence (P53350 whole entry, looked up, the tested form may be a part): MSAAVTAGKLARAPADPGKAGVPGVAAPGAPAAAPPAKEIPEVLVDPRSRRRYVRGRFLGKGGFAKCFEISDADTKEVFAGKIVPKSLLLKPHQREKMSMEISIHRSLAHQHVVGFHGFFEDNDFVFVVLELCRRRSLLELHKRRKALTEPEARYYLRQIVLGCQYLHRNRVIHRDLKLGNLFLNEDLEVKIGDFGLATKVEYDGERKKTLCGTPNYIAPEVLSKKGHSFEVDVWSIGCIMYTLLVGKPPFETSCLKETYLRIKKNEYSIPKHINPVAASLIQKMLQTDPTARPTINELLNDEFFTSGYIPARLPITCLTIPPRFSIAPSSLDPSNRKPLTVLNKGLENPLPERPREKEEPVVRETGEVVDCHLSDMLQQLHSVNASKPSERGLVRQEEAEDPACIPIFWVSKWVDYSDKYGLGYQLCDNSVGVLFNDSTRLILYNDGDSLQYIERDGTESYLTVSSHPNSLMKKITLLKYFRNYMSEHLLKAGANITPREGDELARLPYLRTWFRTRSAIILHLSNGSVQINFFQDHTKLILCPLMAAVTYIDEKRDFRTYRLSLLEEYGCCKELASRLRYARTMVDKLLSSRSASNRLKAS
CCT chaperon mod – changes cytosolic chaperonin activity; activity change, % (test concentration not listed), hits read low; purified chaperonin ATPase assay, HTRF ADP detection, 30 min; 360,000 compounds, 0.3% hits; in the data active means activity change below about -30%; further: on the % scale 0 is the no-effect control and ±100 the full control effect
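ATPase activity: ADP formed was measured by HTRF Transcreener (665/615 nm ratio) after 30 min at 37 deg C with 10 uM ATP. Compounds screened at one 76 uM concentration against 40 or 20 nM TRiC in Tris pH 7.4/KCl/MgCl2/DTT buffer.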
EPAC2 agonist – EPAC2 (human) agonism; Q8WZA2; Potency, µM (highest dose often 154 µM), without a hit: top-dose activation, most hits filed as activators; AID 720711; 360,000 compounds, 0.079% hits; EPAC2 activation, biochemical qHTS; response scale: 100% = 6.5 mM cAMP response; further: potency means the concentration at half of the fitted maximal effect; nearly all actives have a fitted effect of over 50% in size
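Exchange assay: 100 nM EPAC2 with 250 nM Rap1B-BODIPY-GDP and 50 uM GDP. Fluorescence (ex 480/em 540 nm) read every 5 min for 30 min at room temperature. Data normalized to 6.5 mM cAMP as agonist control.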
EPAC1 antagonist – EPAC1 (human) antagonism | Potency, µM (titrated, usually from 115 µM), without a hit: top-dose activity change, negative = inhibition, actives largely listed as inhibitors | EPAC1 GEF assay, Rap1b-BODIPY-GDP exchange fluorescence | O95398 | 360,000 compounds, 0.14% hits;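 further: potency means the concentration at half of the fitted maximal effect; plate controls were vehicle for no effect and positive control for full effect; nearly all actives have a fitted effect of over 50% in size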
WRN inhibitor – WRN helicase (human) inhibition; Q14191; WRN helicase unwinding, fluorescent forked duplex, kinetic; Potency, µM (top dose mostly 114 µM), for inactives: top-dose activity change, negative = inhibition, most hits filed as inhibitors; 360,000 compounds, 0.46% hits; AID 651768; further: potency means the concentration at half of the fitted maximal effect; on the % scale 0 is the no-effect control and ±100 the full control effect; nearly all actives have a fitted effect of over 55% in size
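Kinetic fluorescence helicase assay: unwinding of a quenched forked DNA duplex (100 nM final) with 2 mM ATP final raises red fluorescence (525/598 nm). Compounds sat 15 min at room temperature with 20 nM WRN beforehand.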
An asterisk follows results filed as active; ? = inconclusive; / = no result given; [ ] = another dose, or the depositor's remark. Unless noted, the call rests on the fitted dose curve; in most records, active means well fitted curve in the direction sought with a large enough effect; inconclusive means small, poorly fitted or top-dose-only effect, or another doubt; inactive means no such curve, though single readings can be large; an effect the other way counts as inactive or inconclusive.

Molecule	PI5P4Ka inh	EPAC1 ag	IL-2 act	PLK1 PBD block	CCT chaperon mod	EPAC2 agonist	EPAC1 antagonist	WRN inhibitor
O=C(O)c1ccc(N=NN2CCCC2)cc1	1	2%	-1.2	2%	1.4	7%	23%	5%
COc1ccc(C(=O)NC(C)C2CC3CCC2C3)c(OC)c1 (stereo not given)	-1	-7%	-4.6	2%	-2.8	-10%	-27%	1%
Clc1ccc(Cn2cc(Br)cn2)cc1Cl	/	7%	-0.2	0%	-3.7	10%	0%	-4%[57.1 µM]
COc1ccc(OCC(=O)Nc2ccc(N3CCN(C(=O)c4ccccc4C)CC3)cc2)cc1	8	-7%	-1.2	-10%	1.6	0%	?	-4%
COc1cc(CNc2ccc(CNc3ncn[nH]3)cc2)ccc1OCc1ccccc1	-24	6%	-2.1	-8%	1.1	19%	-11%	3%
CCCc1ccc(-c2ccc(C(=O)O)cc2)nc1	/	1%	-0.8	-4%	-0.8	2%	?	-11%
O=C(c1ccco1)N1CCN(C(=O)C2CC2)CC1	1	5%	-0.9	-8%	-0.8	11%	4%	2%
Cc1ccc(C2=N/C(=C\c3cccnc3)C(=O)O2)cc1	0	1%	0.0	-2%	-2.3	6%	-15%	-23%
CC(C)N1C(=O)N(c2cccc(Cl)c2)C(C)(O)CC1(C)C (stereo not given)	-10	-4%	0.6	-2%	-2.5	4%	-2%	2%
COc1cccc(NC(=S)NNC(=O)Cn2nc([N+](=O)[O-])cc2C)c1	-1	-2%	-0.1	-14%	-0.4	3%	?	0%
O=C1CSC(=S)N1N=C1CCCCCC1	-12	-1%	0.9	-23%	-3.2	3%	-5%	-29%
O=C(OCc1ccc(Cl)cc1)c1ccccc1C(=O)c1ccccc1	2	13%	-3.1	-6%	-2.9	13%	-11%	-10%
COc1ccc(OC)c(NC(=O)CN2C(=O)CSc3ccc(S(=O)(=O)N4CCCC4)cc32)c1	2	15%	-3.7	-1%	0.8	2%	-9%	-1%
Cc1cc(N2C(=O)CC(Cc3ccc(Cl)cc3)C2=O)no1 (stereo not given)	-1	-1%	-2.0	1%	-2.9	-3%	-5%	7%
O=C(NCCc1ccc(F)cc1)Nc1ccc2c(c1)OCO2	-14	-6%	17	8.4µM*	0.4	1%	6%	6%
COc1ccc(CNC(=O)C(C)OC(=O)CO/N=C(\C)c2ccc3c(c2)OCO3)cc1 (stereo not given)	3	3%	2.6	-14%	-7.6	5%	-21%	-33%
CC(C)CCNC(=O)CCn1nc(-c2ccc(Cl)cc2)ccc1=O	2	3%	-2.2	4%	3.1	-7%	5%	10%
Cc1ccc(-n2c(=O)c(C#N)cc3c(=O)n4cccc(C)c4nc32)cc1	0	-6%	-3.0	-9%	-1.4	1%	11%	10%
CCOC(=O)NC(=O)/C(N=Nc1cc(C)cc(C)c1)=C(\C)O	-5	2%	2.3	-15%	-2.6	0%	-2%	0%
O=C(C1CC1)N1CCN(c2ccc([N+](=O)[O-])cc2)CC1	5	-9%	0.6	2%	3.7	5%	-6%	7%
CCN(CC(=O)Nc1c(F)cccc1F)C(=O)c1ccc(S(=O)(=O)N2CCC(C)CC2)cc1	3	9%	-1.4	2%	-0.3	-3%	7%	7%
O=c1c2ccccc2nc2ccc(N3CCOCC3)nn12	-5	-2%	-1.7	-6%	-0.1	5%	2%	-15%
CC(=O)Nc1ccc(NC(=O)[C@H](C)NC(=O)c2ccco2)cc1	1	9%	0.3	-4%	0.0	3%	-20%	-31%
COc1ccc(NC(=O)CSc2nnc(-c3ccncc3)o2)c(OC)c1	1	4%	5.4	-1%	1.8	2%	8%	0%
OCc1ccccc1-c1cccc2nccn12	-22	1%	-0.2	-15%	0.7	-7%	19%	-2%
Cc1c(/C=N/NC(=O)c2ccc(Br)o2)cnn1C	0	3%	3.0	-6%	0.1	5%	1%	-10%
COc1cc2ncnc(NCc3cc(F)ccc3F)c2cc1OC	-11	1%	-5.0	1%	-3.1	12%	-8%	5%
Cc1cc(N2CCC(C)CC2)n2ncc(-c3ccccc3)c2n1	1	7%	0.5	-8%	-0.2	8%	-1%	2%
CC(=O)Nc1cccc(-c2ccnc3c2CC(C(=O)NCc2cccc(Cl)c2)O3)c1 (stereo not given)	-11	-8%	-0.7	-8%	-13	17%	-24%	-11%
COc1ccc(C(=O)COC(=O)c2sc(C)nc2C)cc1F	-1	-2%	-4.4	-3%	0.9	-2%	0%	-18%
OCC(O)C1OCOC(C(O)CO)C1O (stereo not given)	-2	17%	-4.5	-11%	-1.7	-8%	6%	-16%
CCc1ccc(C(=O)Cn2cnc3cc([N+](=O)[O-])ccc3c2=O)cc1	-12	-12%	-2.1	2%	0.5	4%	-12%	-6%
Cc1ccnc(NC(=O)CNC(=O)c2ccccc2)c1	5	8%	-0.2	-2%	0.3	6%	0%	-3%
Cc1cccc(C)c1NC(=O)C(c1ccccc1F)n1c(=O)c(-c2cc3ccccc3[nH]2)nc2ccccc21 (stereo not given)	-1	1%	-0.1	10%	/	4%	-11%	-8%
Cc1c(OCC(=O)OC(C)(C)C)ccc2c3c(c(=O)oc12)CCC3	-1	2%	0.0	-4%	-0.1	12%	-14%	10%
CCOC(=O)C1CCN(S(=O)(=O)c2ccc3c(ccn3C)c2)CC1	-2	-3%	-2.2	-10%	-1.0	0%	8%	-1%
O=C(CN1C(=O)c2ccccc2C1=O)Nc1cc([N+](=O)[O-])ccc1O	-23	13%	0.8	1%	-1.4	2%	?	-4%
O=[N+]([O-])c1c(Nc2ccccc2O)cc(N2CCOCC2)c2nonc12	-5	-17%	0.3	-11%	0.4	2%	-16%	-7%
Cc1cc(C)cc(NC(=O)c2cc(C)n(Cc3cccs3)c2C)c1	-18	-2%	-0.7	-19%	-2.6	7%	-13%	4%
CCn1c(=O)c2c(nc3n2CCCN3Cc2ccccc2)n(C)c1=O	-7	-5%	-0.4	-9%	-1.8	4%	10%	3%

Complete entries, looked up by structure.
`CCN(CC(=O)Nc1c(F)cccc1F)C(=O)c1ccc(S(=O)(=O)N2CCC(C)CC2)cc1` as listed: PI5P4Ka inh: 3; EPAC1 ag: 9%; IL-2 act: -1.4; PLK1 PBD block: 2%; CCT chaperon mod: -0.3; EPAC2 agonist: -3%; EPAC1 antagonist: 7%; WRN inhibitor: 7%
`OCc1ccccc1-c1cccc2nccn12` as listed: PI5P4Ka inh: -22; EPAC1 ag: 1%; IL-2 act: -0.2; PLK1 PBD block: -15%; CCT chaperon mod: 0.7; EPAC2 agonist: -7%; EPAC1 antagonist: 19%; WRN inhibitor: -2%
`Cc1cc(C)cc(NC(=O)c2cc(C)n(Cc3cccs3)c2C)c1` as listed: PI5P4Ka inh: -18; EPAC1 ag: -2%; IL-2 act: -0.7; PLK1 PBD block: -19%; CCT chaperon mod: -2.6; EPAC2 agonist: 7%; EPAC1 antagonist: -13%; WRN inhibitor: 4%

Other records
Molecule	PI5P4Ka inh	EPAC1 ag	IL-2 act	PLK1 PBD block	CCT chaperon mod	EPAC2 agonist	EPAC1 antagonist	WRN inhibitor
COc1ccc(/C(N)=N/OC(=O)c2ccc3c(c2)OCO3)cc1	-3	3%	1.1	-2%	-1.8	-1%	15%	-33%[57.1 µM]
CCc1nc2ccc(C(=O)NCCNC(C)=O)cn2c1N(CC)Cc1cccc(Br)c1	2	-7%	-0.5	-1%	0.7	2%	-1%	-9%
CNC(=O)NC(=O)C(C)OC(=O)c1oc2ccccc2c1CSc1ccc(Cl)cc1 (stereo not given)	0	1%	-4.1	-9%	-1.4	5%	-7%	-4%
O=C1C2CC3N1CCC31c3ccccc3-n3c1c2ccc3=O (stereo not given)	-1	-10%	-2.3	4%	-1.6	-10%	3%	3%
CCOC(=O)c1ccc(S(=O)(=O)N2CCC(C(=O)NCc3ccccc3OC)CC2)cc1	0	8%	3.0	-3%	0.7	8%	-26%	-5%
CCN(CC(=O)NCc1ccco1)S(=O)(=O)c1ccc(OC)cc1	-5	3%	-0.4	-5%	-3.4	-1%	-8%	-29%
COc1ccc(CCNC(=O)COC(=O)Cc2ccccc2[N+](=O)[O-])cc1	2	-2%	-3.2	3%	2.4	-6%	11%	-13%
COc1ccc(Cc2noc(CN(C)CC3CCN(Cc4ccccc4)CC3)n2)cc1OC	-8	4%	-0.7	-17%	-2.5	6%	-6%	2%
CCc1nn(-c2ccccc2)c(=S)c2ccccc12	3	0%	-3.8	-18%	-5.0	21%	?	4%
CNC(=O)NC(=O)COC(=O)c1ccc(-n2c(C)ccc2C)cc1	0	1%	0.6	0%	-0.9	-5%	11%	-16%[57.1 µM]
CC(CC(=O)O)NCC1COc2ccccc2O1 (stereo not given)	-1	7%	2.6	1%	-3.6	-2%	-11%	-2%
Cc1oc(-c2ccccc2F)nc1CS(=O)CC(=O)NCc1ccccc1 (stereo not given)	0	7%	-3.4	?	0.1	2%	-18%	1%
COc1ccc(S(=O)(=O)N2CCCCC2)cc1NC(=O)CCNC(=O)c1ccccc1Cl	1	-1%	2.3	-15%	-0.1	10%	-32%	-5%
CC(C)(C)NC(=O)c1ccc2c(c1)CCO2	2	-10%	0.2	-1%	-4.7	3%	-5%	7%
CCC(=O)c1ccc(OCC(=O)Nc2ccc(N3CCOCC3)cc2N2CCOCC2)cc1	-1	4%	-3.0	-4%	0.1	-5%	14%	5%
O=C1NC[C@@H](Cc2ccc(O)cc2)N(CC2CCCCC2)C1=O	0	4%	-0.1	0%	-1.5	2%	-1%	1%
COC(=O)[C@@H]1C[C@@H]2CC[C@@H](O)C[C@@H]2N1Cc1ccc(N2CCN(C)CC2)cc1	0	-6%	0.4	-5%	1.2	6%	-20%	1%
Cc1cc(NCCc2ccc(Cl)cc2)n2ncnc2n1	-3	2%	0.2	-7%	-0.1	1%	2%	0%

A few values from above:
WRN inhibitor result of COC(=O)[C@@H]1C[C@@H]2CC[C@@H](O)C[C@@H]2N1Cc1ccc(N2CCN(C)CC2)cc1 reads 1%
EPAC1 ag result of CCc1nn(-c2ccccc2)c(=S)c2ccccc12 reads 0%

Source: PubChem (National Center for Advancing Translational Sciences (NCATS))

The list is partial; count on the stated rates, not on these rows.
